# BRCA1 expr up: qHTS Assay to Identify Small Molecule Activators of BRCA1 Expression; MCF7-BRCA1-FFLuc reporter, luminescence, 48 h; response scale: scaled: vehicle 0%, 10 µM genistein 100%; Potency, µM (highest dose often 46.1 µM), for the others: at the top dose activation, usual class: activators; 1.1% of 380,000 active; further: potency means the concentration at half of the fitted maximal effect; nearly all actives have a fitted effect of over 80% in size; some results filed as inactive show a strong effect at the top dose
#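 Luminescence from a BRCA1-driven firefly luciferase in MCF7 cells was read after 48 h compound exposure at 37 C. Data normalized against DMSO and a 10microM genistein activation control, then curve-fitted across the titration.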
# USP2a inh: qHTS Assay for Inhibitors of Ubiquitin-specific Protease USP2a Using CHOP2 as the Reporter; Ubiquitin carboxyl-terminal hydrolase 2 (Homo sapiens), O75604; USP2 core, Ub-CHOP2 coupled fluorogenic reporter, 485/531; Potency, µM (highest dose often 38.3 µM), inactives show top-dose activity change, negative = inhibition, most hits filed as inhibitors; 0.01% of 330,000 active; AID 463254, 2010;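 further: potency means the concentration at half of the fitted maximal effect; plate controls were DMSO wells for no effect and full inhibition by NEM control for full effect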
#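 Cell-free coupled assay: 10nM USP2 core preincubated 30min RT with compound in Tris-HCl pH 8.0/CaCl2/CHAPS buffer, then 25nM Ub-CHOP2 and 25nM reporter substrate; fluorescence (Ex 485/Em 531) read after 60min RT, normalized to NEM inhibition, concentration-response curves fitted.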
# TRPV1 ag: HTS Assay for Compounds that Act as Agonists of the Vanilloid Receptor 1; Transient receptor potential cation channel subfamily V member 1 (Homo sapiens), Q8NER1; TRPV1-expressing cells, Fluo-8 calcium influx, agonist mode; activation, % at 8.33 µM; 0.19% of 320,000 active; AID 540275, 2011; in the data active means activation above about 80%; inconclusive means between about 30% and that limit; further: 0% is about no effect
#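 TRPV1-expressing cells were cultured overnight at 35.5C and loaded with Fluo-8 calcium dye for 40 to 90 min at room temperature. After a 10 s baseline, compound was added and calcium influx was read kinetically for 3 min (ex 480/em 520 nm).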
# ELG1 genotoxic: qHTS screen for small molecules that induce genotoxicity in human embryonic kidney (HEK293T) cells expressing luciferase-tagged ELG1. 1.3% of 330,000 active. Potency, µM (series often up to 46 µM), for inactives: at the highest dose activity change, positive = activation, most hits filed as activators. HEK293T ELG1-luciferase reporter, luminescence, 16 h. AID 504466, 2011; further: potency means the concentration at half of the fitted maximal effect; % of control where 0% means no effect; nearly all actives have a fitted effect of over 60% in size
#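 DMSO vehicle served as control against compound-treated ELG1-luciferase HEK293T cells; exposure lasted 16 hr at 37 °C and 5% CO2, followed by ONE-Glo luminescence detection after 30 min.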
# B2AR arrestin: qHTS assay of beta-arrestin-biased ligands of beta2-adrenergic receptor. Beta-2 adrenergic receptor (Homo sapiens), P07550. beta-arrestin recruitment to beta2AR, cell-based reporter. Potency, µM (top dose mostly 46.1 µM), without a hit: at the top dose activation, usual class: activators. 0.02% of 330,000 active;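 further: potency means the concentration at half of the fitted maximal effect; 0% = DMSO controls and full agonism = EC100 isoproterenol or metaproterenol; nearly all actives have a fitted effect of over 65% in size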
# S-ASM inh: Inhibitors of Secretory Acid Sphingomyelinase (S-ASM): qHTS; placental ASM, HMU-PC fluorogenic substrate, 60 min; Sphingomyelin phosphodiesterase (Homo sapiens), P17405; 0.006% of 340,000 active; Potency, µM (doses to about 57.5 µM), inactives show at the top dose activity change, negative = inhibition, hits mostly inhibitors; further: potency means the concentration at half of the fitted maximal effect
# Target sequence (P17405 47-631 limits assumed): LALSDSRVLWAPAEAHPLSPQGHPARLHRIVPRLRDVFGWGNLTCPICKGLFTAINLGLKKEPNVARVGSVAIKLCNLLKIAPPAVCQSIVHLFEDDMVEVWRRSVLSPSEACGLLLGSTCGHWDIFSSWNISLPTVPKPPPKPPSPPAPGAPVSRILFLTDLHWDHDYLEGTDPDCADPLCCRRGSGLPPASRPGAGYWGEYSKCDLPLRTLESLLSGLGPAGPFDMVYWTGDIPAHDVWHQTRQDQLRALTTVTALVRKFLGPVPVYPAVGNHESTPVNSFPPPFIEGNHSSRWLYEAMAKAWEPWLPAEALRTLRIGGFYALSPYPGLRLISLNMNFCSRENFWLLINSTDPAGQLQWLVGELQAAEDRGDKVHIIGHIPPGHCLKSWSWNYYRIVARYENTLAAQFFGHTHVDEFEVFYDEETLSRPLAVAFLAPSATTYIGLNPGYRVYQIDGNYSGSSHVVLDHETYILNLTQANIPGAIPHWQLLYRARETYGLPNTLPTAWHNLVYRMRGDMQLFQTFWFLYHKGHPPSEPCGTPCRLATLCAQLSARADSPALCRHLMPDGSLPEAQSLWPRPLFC
#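 HMU-PC0 cleavage (9 uM final) by human placental ASM, 60 min at 37 °C following 10 min compound exposure at RT; stopped at pH 10, fluorescence Ex 386/Em 447 nm.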
# Eya2 phos inh: qHTS Assay for Inhibitors of the Phosphatase Activity of Eya2 | Protein phosphatase EYA2 (Homo sapiens), O00167 | recombinant Eya2, OMFP fluorescence dephosphorylation (OMFP is methylfluorescein phosphate) | Potency, µM (doses to about 76.9 µM), without a hit: top-dose activity, negative = inhibition, usual class: inhibitors | 0.006% of 330,000 active | AID 488837, 2010; further: potency means the concentration at half of the fitted maximal effect; on the % scale 0 is the no-effect control and ±100 the full control effect
# Target sequence (O00167 whole entry, looked up): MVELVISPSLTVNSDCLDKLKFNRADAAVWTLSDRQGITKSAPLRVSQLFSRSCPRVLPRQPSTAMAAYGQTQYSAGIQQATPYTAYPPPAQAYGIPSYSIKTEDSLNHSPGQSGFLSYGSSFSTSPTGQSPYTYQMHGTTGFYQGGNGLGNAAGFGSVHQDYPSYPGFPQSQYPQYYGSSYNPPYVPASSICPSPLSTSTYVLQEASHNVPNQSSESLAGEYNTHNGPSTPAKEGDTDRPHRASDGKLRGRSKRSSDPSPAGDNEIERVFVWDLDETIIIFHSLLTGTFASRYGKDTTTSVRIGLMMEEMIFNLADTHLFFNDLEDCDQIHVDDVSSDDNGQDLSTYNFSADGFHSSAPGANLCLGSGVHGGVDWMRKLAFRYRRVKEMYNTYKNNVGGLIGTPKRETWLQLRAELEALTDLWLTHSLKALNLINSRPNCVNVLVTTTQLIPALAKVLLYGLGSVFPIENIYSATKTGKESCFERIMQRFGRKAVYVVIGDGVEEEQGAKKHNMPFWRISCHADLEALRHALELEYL
#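 Eya2 (0.2 uM) preincubated 10 min at ambient with compound, then OMFP substrate added at 50 uM; 10 min reaction in 50 mM HEPES pH 7.5, 50 mM NaCl, 5 uM MgCl2, 0.05% BSA, 1 mM DTT. Fluorescence read at Ex 485/Em 525 nm.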
# p53 reactivator: qHTS assay for re-activators of p53 using a Luc reporter | AID 504706, 2011 | 0.063% of 320,000 active | H1299 p53-A138V BP100-luciferase reporter, luminescence, 24 h | Potency, µM (top dose mostly 92.2 µM), without a hit: top-dose activity change, positive = activation, most hits filed as activators; further: potency means the concentration at half of the fitted maximal effect; % of control where 0% means no effect; nearly all actives have a fitted effect of over 45% in size
#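 H1299 (p53-null), stable ts p53-A138V + BP100-Luc; 1000 cells/well, Opti-MEM/10% FBS; cpd 4 pt, 1:5; 24 h, 37 deg C, 5% CO2; detection reagent 10 min RT; luminescence.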
# a7 integrin act: qHTS for Activators of Integrin-Mediated Alleviation for Muscular Dystrophy; Potency, µM (highest dose often 38.3 µM), inactives show at the highest dose activation, most hits filed as activators; 0.064% of 350,000 active; alpha7betagal myoblasts, beta-gal FDG fluorescence, 48 h; AID 624291, 2012;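 further: potency means the concentration at half of the fitted maximal effect; 100% = response of the positive control SU9516; nearly all actives have a fitted effect of over 60% in size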
#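 alpha7betagal+/- myoblasts (passage 13, 250/well) treated 48 h at 37C with compounds at 1:260 dilution of DMSO stock. Lysed, then beta-galactosidase activity read as FDG fluorescence (ex 480/em 540) after 30 min, with pre-read for autofluorescence.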
# uPA surface inh: qHTS for Inhibitors of Cell Surface uPA Generation; 0.31% of 330,000 active; Potency, µM (titrated, usually from 38.3 µM), without a hit: top-dose activity change, negative = inhibition, hits mostly inhibitors; cell surface uPA generation assay, qHTS; active means well fitted inhibition curve with a large enough effect; inconclusive means small, poorly fitted or top-dose-only effect; inactive means no such curve, though single readings can be large or run the other way; tested in mouse RAW 264.7 cells; further: potency means the concentration at half of the fitted maximal effect; on the % scale 0 is the no-effect control and ±100 the full control effect; nearly all actives have a fitted effect of over 55% in size
# TSG101-PTAP inh: qHTS Assay for Iinhibitors of HIV-1 Budding by Blocking the Interaction of PTAP/TSG101 | Tumor susceptibility gene 101 protein (Homo sapiens), Q99816 | Fluorescence polarization, FITC-PTAP peptide / Tsg101 binding | Potency, µM (top dose mostly 115 µM), inactives show at the top dose activity change, negative = inhibition, most hits filed as inhibitors | 340,000 tested, under 10 active; active means well fitted inhibition curve with a large enough effect in the main read-out, with a control signal flat, not every such curve was filed as active; inconclusive means small, poorly fitted or top-dose-only effect, or effect the other way, or a change in a side signal; inactive means no such curve, though single readings can be large or run the other way; further: potency means the concentration at half of the fitted maximal effect; % of control where 0% means no effect
#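 Fluorescence anisotropy tracks displacement of a FITC-tagged PTAP peptide (50 nM) from the Tsg101 binding domain (10 uM), following a 20 min room-temperature incubation at pH 7.5.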
# Starred values were filed as active, the others as inactive; u = inconclusive; x = not tested or not shown; [ ] = dose if it differs, or a comment. Unless noted, the call rests on the fitted dose curve; in most records, active means well fitted curve in the direction sought with a large enough effect; inconclusive means small, poorly fitted or top-dose-only effect, or another doubt; inactive means no such curve, though single readings can be large; an effect the other way counts as inactive or inconclusive.
# Start of the listing, in advance, three compounds:
SMILES,BRCA1 expr up,USP2a inh,TRPV1 ag,ELG1 genotoxic,B2AR arrestin,S-ASM inh,Eya2 phos inh,p53 reactivator,a7 integrin act,uPA surface inh,TSG101-PTAP inh
O=C(Cc1csc(Nc2nc(=S)[nH]c3ccccc23)n1)NCCCN1CCN(c2cccc(Cl)c2)CC1,-76%,2%,5,u,-0.3%,5%,2%,2%,-55%[inhibitor],-5%,-1%
CCCCCNCc1ccc(Br)cc1,-4%,4%,-1,-4%,0.2%,5%,11%,-3%,3%,-7%,1%
O=C(c1ccc(S(=O)(=O)N2CCCCCC2)cc1)N1CCC(CN2C(=O)c3cccc4cccc(c34)C2=O)CC1,-40%,0%,u,1%,-0.8%,-4%,0%,4%,-50%[inhibitor],-12%,-3%

# This part in full (from the top)
SMILES,BRCA1 expr up,USP2a inh,TRPV1 ag,ELG1 genotoxic,B2AR arrestin,S-ASM inh,Eya2 phos inh,p53 reactivator,a7 integrin act,uPA surface inh,TSG101-PTAP inh
O=C(Cc1csc(Nc2nc(=S)[nH]c3ccccc23)n1)NCCCN1CCN(c2cccc(Cl)c2)CC1,-76%,2%,5,u,-0.3%,5%,2%,2%,-55%[inhibitor],-5%,-1%
CCCCCNCc1ccc(Br)cc1,-4%,4%,-1,-4%,0.2%,5%,11%,-3%,3%,-7%,1%
O=C(c1ccc(S(=O)(=O)N2CCCCCC2)cc1)N1CCC(CN2C(=O)c3cccc4cccc(c34)C2=O)CC1,-40%,0%,u,1%,-0.8%,-4%,0%,4%,-50%[inhibitor],-12%,-3%
COc1ccc(NC(=O)c2ccccc2F)cc1Cl,u,-2%,29,9.2µM*,0.1%,1%,-26%,u,5%,-7%,-1%
Cc1ccc(S(=O)(=O)N2C[C@@H]3CCCC[C@@H]3[C@@H](C)[C@H]2c2cn(Cc3ccccc3)c3ncccc23)cc1,-60%,2%,x,-7%,-0.1%,3%,1%,u,13%,10µM*,-6%
CCN(CC)CC(C)OC(=O)c1ccccc1Cl (centres undefined),12%,-1%,1,0%,-0.2%,5%,0%,0%,3%,-5%,-3%
COc1ccc(S(=O)(=O)N2CCCC(C(=O)NCc3ccco3)C2)cc1Cl (centres undefined),-1%,-2%,8,-1%,0.2%,0%,-2%,-13%,20%,2%,0%
Cc1cc(C)c(S(=O)(=O)/N=C2/C=C(Sc3ncn[nH]3)C(=O)c3ccccc32)cc1C,-91%[inhibitor],0%,-4,-15%,-1.9%,-1%,-7%,-32%[inhibitor],-57%[inhibitor],-8%,15%
Cc1cc2ccccc2n1CCNC(=O)c1ccccc1,-11%,1%,-1,5%,-1.0%,-8%,7%,-8%,10%,8%,-6%
Cc1ccc([C@H]2C(C(=O)O)=CC[C@@H](c3ccc(C)cc3)N2S(=O)(=O)c2ccccc2C)cc1,-12%,-1%,x,-2%,-0.2%,1%,-29%,-1%,-7%,4%,-1%
CC1(O)CC(c2ccc(Cl)cc2)=NN1C(=O)c1ccc(Cl)cc1 (centres undefined),-64%,3%,-3,-6%,0.3%,-17%,4%,2%,0%,-18%,-3%
COc1cccc(NC(=O)Nc2cccn(Cc3ccc(C)cc3)c2=O)c1,-27%,1%,-1,-7%,0.9%,-4%,9%,4%,2%,9%,-2%
COc1ccccc1C(=O)NC(=S)Nc1ccc2[nH]c(=O)[nH]c2c1,1%,1%,u,8%,0.0%,-1%,2%,1%,2%,0%,-5%
Cc1ccnc(N2CCC(C(=O)NCc3ccccc3F)CC2)n1,-7%,4%,14,0%,-0.9%,5%,7%,-1%,2%,5%,-4%
FCCCOc1ccc(/C=N/OCc2ccc(Cl)cc2Cl)cc1,-30%,1%,3,-1%,-0.8%,-3%,-7%,3%,3%,2%,0%
CCOC(=O)N1CCN(C(=O)CSCC(=O)Nc2nc(-c3ccc(Cl)s3)cs2)CC1,-21%,3%,-2,-3%,0.3%,-12%,-15%,u,-55%[inhibitor],x,0%
COc1cc(NC(=O)c2n[nH]c(=O)c3ccccc23)cc(OC)c1,-8%,-16%,1,8%,-0.4%,9%,10%,4%,32%,3%,0%
Cc1ccc(-n2nc3c(=O)n(CC(=O)NCc4cccs4)nc(C)c3c2C)cc1,3%,4%,-1,-10%,0.1%,-1%,9%,-6%,2%,-5%,-6%
Cc1ccccc1-n1cc(-c2ccc(Br)cc2)nc1SCC(N)=O,-32%,1%,-1,0%,0.3%,-6%,-7%,-3%,-4%,1%,-2%
CN1CCN(c2ccc(NC(=O)CSc3ccccc3)cc2F)CC1,32%,-8%,4,2.1µM*,0.0%,0%,-5%,u,-12%,-4%,0%
CCc1ccc2nc(N3C(=O)C(O)=C(C(=O)c4ccco4)C3c3cccs3)sc2c1 (centres undefined),15%,-1%,0,5%,-0.3%,38%[activator],-19%,u,u,-3%,-6%
O=C(NC1CCCCC1)C(c1ccncc1)N(C(=O)c1ccco1)c1ccc(F)cc1 (centres undefined),-4%,4%,1,-2%,-0.1%,0%,-3%,5%,11%,3%,-1%
Cc1cc(NCc2ccccn2)n2ncc(-c3ccccc3)c2n1,u,0%,8,u,0.3%,13%,u,u,u,-5%,-8%
Cc1nc(C)c(C(=O)N2CCCC(C(=O)c3ccc(Cl)cc3C)C2)s1 (centres undefined),-24%,-1%,1,-3%,0.4%,2%,4%,-2%,-2%,12%,0%
CC(C)(C)c1ccc(OCCC(=O)NNC(=O)c2ccncc2)cc1,-4%,2%,24,-7%,-0.5%,3%,9%,12%,9%,-23%,-3%
O=C(NNC(=O)c1ccc(-n2cncn2)c([N+](=O)[O-])c1)c1cccc(Cl)c1,16%,0%,3,4%,0.3%,-5%,5%,9%,7%,1%,-1%
O=C(Nc1ccc(Cl)cc1Cl)c1ccc(Br)o1,18%,1%,11,u,-0.9%,-2%,0%,u,u,0%,0%
Cc1nn(C)cc1/C=C/C(=O)c1ccc(O)cc1,91%,0%,-2,21µM*,-0.4%,-4%,0%,u,-33%,-5%,-1%
Cc1nc(-c2cccnc2)sc1C(=O)Nc1ccc(F)cc1F,-3%[1.84 µM],-2%,12,0%,0.2%,0%,-12%,-5%,-12%,1%,0%
COc1ccc(N2CCN(C(=O)CN(C3CCCCC3)S(C)(=O)=O)CC2)cc1,-2%,0%,-1,-4%,-0.1%,3%,-4%,0%,-1%,1%,-2%
COc1ccc2c(c1)c1nc3n(c(=O)c1n2CC(=O)Nc1ccccc1)CCS3,3%,3%,-2,u,0.0%,4%,-7%,4%,11%,2%,-1%
O=C(Cn1ncc2c(=O)oc3ccccc3c21)NCCC1=CCCCC1,4%,0%,6,2%,-0.6%,-1%,-25%,u,-7%,2%,-7%
CCN(CC)CCCN=Cc1c(O)n(-c2cccc(C)c2)c(=O)c2ccccc12,-10%,2%,-2,0%,0.3%,8%,7%,-1%,-31%,u,-5%
COc1cccc(C(=O)c2c[nH]c(C(=O)NCCCN3CCOCC3)c2)c1,-12%,-1%,-3,-1%,-1.1%,5%,6%,-1%,14%,0%,0%
COc1ccc(OCc2nnc(SC(C)C(=O)Nc3nccs3)n2-c2ccccc2)cc1 (centres undefined),-38%,0%,3,-10%,0.5%,-7%,-2%,-4%,20%,6%,x
CCOCCc1c(O)nc(SCC)[nH]c1=O,-21%,5%,0,0%,-0.9%,-3%,16%,1%,-19%,0%,-2%
O=C(c1ccc(OC2CCN(Cc3cccc(F)c3)CC2)cc1)N1CCCCC1,-50%,-1%,5,-5%,0.3%,2%,3%,2%,-25%,-9%,-1%
Cc1ccc(C(=O)O)cc1NC(=O)C1CCN(S(=O)(=O)c2ccc3c(c2)OCCO3)CC1,-6%,-2%,x,-1%,0.0%,0%,-7%,0%,11%,-2%,-6%
O=C(CCCOc1ccc(Cl)cc1Cl)NNC(=O)C1CCC1,92%,-2%,1,0%,0.3%,6%,-1%,0%,2%,0%,-1%

# High-throughput results as filed in PubChem BioAssay.
